Scp-1 inhibitor: inhibitors of human Scp-1 phosphatase; Recombinant Scp1, phosphopeptide, malachite green phosphate absorbance; inhibition, % at 20 µM; Q9GZU7; AID 493091; actives 0.88% (n = 340,000);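 active = inhibition above about 50% at 20 µM, limit read from the data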;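 also: plate controls were DMSO wells with enzyme for no effect and wells lacking enzyme for full effect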
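System: SCP-1 catalytic domain; Reagent: Phospho 17-mer peptide substrate; Doses: one concentration, 20 µM, with 1.0% DMSO; Incubation: 45 min room-temperature reaction, 5 min colour, 30 min stabiliser; Signal: Phosphate-binding colour reagent, absorbance read at 630 nm.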
SKN-1 inh: blocks SKN-1 activity in C. elegans | C. elegans VP596 Pgst-4::GFP/RFP ratio, acrylamide-induced, 24 h | inhibition, % at 21.8 µM | actives 0.49% (n = 360,000) | AID 624304;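 active = interference check ratio from 0.5 to 1.5 plus GFP to RFP signal ratio inhibition reaching or exceeding a fixed threshold, cut at about 30% in these data, passing the limit was not always enough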; also: some compounds called inactive have numbers as strong as hits
SUMO1 PPI mod: SUMO1-SIM interaction modulation | inhibition, % at 20 µM | SUMO1 binding to a labelled peptide, TR-FRET, 1 h | AID 602429 | actives 0.33% (n = 360,000) | P63165; in the data active = inhibition above about 37%
CendR NRP1 mod: alters CendR peptide binding to human NRP-1. O14786. FAM-RPARPAR peptide binding to NRP-1, fluorescence polarization. inhibition, % at 25 µM. actives 0.85% (n = 360,000);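 active = inhibition or corrected inhibition above about 18%, plus a signal ratio from 0.5 to 1.5, limit read from the data, passing the limit was not always enough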; also: strong numbers were not always called active
Neddylation inh: inhibitors of human cullin neddylation | TR-FRET cullin neddylation, biochemical | AID 651699 | actives 0.58% (n = 360,000) | P61081+Q13564 | calls only at 25 µM; in the data active = inhibition above about 36%
DNMT1 block: DNMT1 (human) enzyme inhibition. DNMT1 molecular beacon, Hinp1I cleavage, fluorescence. inhibition (reported as % activation of signal), % at 10 µM. P26358. AID 588458. actives 0.83% (n = 360,000); in the data active = inhibition above about 50%
Target sequence (P26358 504-1616 limits assumed): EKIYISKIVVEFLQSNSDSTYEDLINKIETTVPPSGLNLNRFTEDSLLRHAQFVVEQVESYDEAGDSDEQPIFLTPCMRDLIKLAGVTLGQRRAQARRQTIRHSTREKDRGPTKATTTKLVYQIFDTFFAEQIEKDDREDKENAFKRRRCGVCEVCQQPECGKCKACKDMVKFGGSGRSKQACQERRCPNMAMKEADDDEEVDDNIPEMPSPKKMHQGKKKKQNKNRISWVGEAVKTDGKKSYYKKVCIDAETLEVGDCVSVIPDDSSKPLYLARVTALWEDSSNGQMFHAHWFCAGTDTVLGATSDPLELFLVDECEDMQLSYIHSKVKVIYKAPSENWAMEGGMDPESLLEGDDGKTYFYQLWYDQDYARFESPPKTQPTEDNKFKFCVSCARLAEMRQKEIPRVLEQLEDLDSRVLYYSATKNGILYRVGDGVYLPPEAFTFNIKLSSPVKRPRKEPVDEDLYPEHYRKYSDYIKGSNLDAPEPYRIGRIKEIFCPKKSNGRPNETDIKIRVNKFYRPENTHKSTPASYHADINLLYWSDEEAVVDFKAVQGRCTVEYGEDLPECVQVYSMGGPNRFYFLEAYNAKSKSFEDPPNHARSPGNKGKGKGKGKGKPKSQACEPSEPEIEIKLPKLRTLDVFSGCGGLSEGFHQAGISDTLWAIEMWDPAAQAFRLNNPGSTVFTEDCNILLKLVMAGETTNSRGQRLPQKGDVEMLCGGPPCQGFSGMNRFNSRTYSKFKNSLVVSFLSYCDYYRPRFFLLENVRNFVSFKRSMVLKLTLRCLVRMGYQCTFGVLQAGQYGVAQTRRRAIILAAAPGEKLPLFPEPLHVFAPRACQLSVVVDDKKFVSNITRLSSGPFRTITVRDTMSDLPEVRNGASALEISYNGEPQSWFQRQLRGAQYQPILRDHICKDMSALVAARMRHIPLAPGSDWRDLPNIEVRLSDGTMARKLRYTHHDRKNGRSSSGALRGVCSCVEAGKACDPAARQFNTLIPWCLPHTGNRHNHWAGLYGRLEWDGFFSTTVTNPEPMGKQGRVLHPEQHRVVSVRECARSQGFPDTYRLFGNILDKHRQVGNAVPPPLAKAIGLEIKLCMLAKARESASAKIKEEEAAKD
NadD block: inhibitors of Staphylococcus aureus NadD | AID 602399 | actives 0.78% (n = 360,000) | inhibition, % at 20 µM | purified NadD enzyme, colorimetric absorbance read-out; in the data active = inhibition above about 26%; also: some compounds past the cut are filed as inactive
LMPTP block: blocks human LMPTP phosphatase; actives 0.22% (n = 360,000); recombinant LMPTP-A, OMFP fluorogenic substrate, fluorescence intensity; P24666; inhibition, % at 20 µM;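 active = compounds that cut the enzyme signal by at least half of the control window in the single-dose screen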;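 also: plate controls were DMSO wells with enzyme plus substrate for no effect and substrate without enzyme for full effect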
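Test system: LMPTP-A phosphatase enzyme. Amount: LMPTP-A at 0.625 nM final in the reaction. Reagent: OMFP substrate, 400 µM final. Times: 50 min at room temperature. Signal: endpoint fluorescence intensity from OMFP dephosphorylation. Read-out basis: % inhibition. Benchmarks: no-enzyme and uninhibited controls.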
Tb MetRS inh: Trypanosoma brucei MetRS inhibition. purified T. brucei MetRS, ATP depletion, Kinase-Glo luminescence. inhibition, % at 11.9 µM. actives 0.4% (n = 360,000). AID 624268;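 active = inhibition above a per-plate cutoff of the control wells' mean inhibition plus 3 SD, cut at about 5.5% in these data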;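 also: 0% = DMSO wells median and 100% = median of wells with control inhibitor compound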
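Dosing: 11.9 µM compound single dose, 0.9% DMSO; Assay system: purified T. brucei MetRS enzyme; Measured by: Kinase-Glo luciferase luminescence reporting remaining unconsumed ATP; Schedule: 15 min plus 2 h at 25 °C.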
STEP block: STEP (human) phosphatase inhibition. recombinant STEP, OMFP fluorogenic substrate, fluorescence. inhibition, % at 20 µM. actives 0.25% (n = 360,000). AID 588621;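 active = inhibition at 20 µM, scaled per plate between control wells, above about 37%, limit read from the data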;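 also: 0% = DMSO with enzyme and substrate and 100% = substrate only without enzyme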
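material = STEP tyrosine phosphatase | reagent = fluorogenic phosphatase substrate OMFP at 25 µM final | doses = single compound dose of 20 µM, 1% DMSO final | schedule = 20 min reaction, room temperature, in the dark | measured by = fluorescence, 480/540 nm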
* hit, by the source's call; i = inactive; nt = no result given.

SMILES	Scp-1 inhibitor	SKN-1 inh	SUMO1 PPI mod	CendR NRP1 mod	Neddylation inh	DNMT1 block	NadD block	LMPTP block	Tb MetRS inh	STEP block
COC(=O)C[C@@H]1C[C@H]2c3cc(NS(C)(=O)=O)ccc3O[C@H]2[C@H](CO)O1	nt	-1.8	-1.6	5.9	i	1.1	6.4	-1.1	-0.4	-0.2
COc1ccc(C(=O)N2CCOC2CNC(=O)C(=O)NCc2ccc3c(c2)OCO3)cc1 (stereo unspecified)	-3.5	-0.4	-1.9	-13.8	i	-2.1	-2.1	1.8	-0.8	-1.7
NNc1nc2ccc(F)cc2s1	-14.2	2.1	1.9	4.5	i	-6.0	-3.2	1.5	-0.9	-4.2
Cc1cccc(C(=O)NC2CCN(C(=S)NCc3ccco3)CC2)c1	-2.0	-4.9	-1.9	18.2	i	0.3	-1.0	-1.3	-0.6	-1.9
C#C[C@]1(O)CC[C@H]2[C@@H]3CCc4cc(O)ccc4[C@H]3CC[C@@]21C	-9.0	7.6	1.6	-1.8	i	-0.5	-0.4	1.3	-0.9	-2.0
Cc1ccc(NC(=O)CN(C)C(=O)c2cccc(S(=O)(=O)N3CCc4ccccc4C3)c2)cc1	nt	-3.0	-3.5	10.8	i	-6.2	-3.7	-0.4	-0.2	-3.8
COc1ccc(OC)c(NC(=O)CSc2nnnn2C)c1	-5.5	1.9	-1.4	8.6	i	-0.7	1.6	0.5	-0.4	-0.5
CN1CCN(C(=O)CNC(=O)C23CC4CC(CC(C4)C2)C3)CC1	-5.7	11.4	-1.4	-16.8	i	2.6	0.6	-1.2	-0.2	-2.1
NC(=S)N/N=C/c1ccc2c(c1)OCCO2	3.9	-2.7	-9.4	0.7	i	1.5	0.2	2.6	-0.5	-1.1
COc1ccc(OC)c(-c2cc(C3CCN(c4ncccc4[N+](=O)[O-])CC3)[nH]n2)c1	3.0	3.8	-21.0	-9.5	i	-17.2	-0.1	4.8	0.0	-1.9
O=C(NNc1ccccc1F)C1CCC1	-3.8	-7.8	8.5	-2.8	i	0.6	-3.7	0.1	-0.8	-3.1
O=C(O)c1cc(S(=O)(=O)N2CCCCCC2)c(Cl)cc1Cl	6.7	-6.1	2.7	-0.2	i	0.4	4.9	-1.7	-1.2	-3.3
COc1ccc(C(NC(=O)c2ccco2)c2ccc(OC)c(OC)c2)cc1 (stereo unspecified)	0.8	6.6	-0.2	8.1	i	0.7	-0.2	-0.9	-1.5	-1.0
CCC1(c2ccc(Cl)cc2)NC(=O)N(CC(=O)NC2CCCCCC2)C1=O (stereo unspecified)	-6.2	18.0	-0.1	-3.0	i	-2.4	0.8	0.7	-0.5	0.4
Fc1ccc(C2=CC(c3ccco3)n3nnnc3N2)cc1 (stereo unspecified)	-13.3	14.9	-10.2	7.9	i	1.0	0.4	-0.3	-0.5	0.2
CN1CCN(CC#CCn2c3ccccc3c3ccccc32)CC1	0.2	-4.1	-2.7	0.1	i	-0.2	-8.7	-1.4	0.7	-1.5
CC(=O)N1Cc2ccccc2CC1C(=O)N1CCN(c2ccccc2)CC1 (stereo unspecified)	-10.6	0.3	2.2	-2.5	i	-1.8	1.5	0.6	-0.1	1.9
Oc1ccc(/C=N/NC(=S)Nc2cccnc2)cc1	-6.8	9.5	-8.3	23.2*	i	-0.9	-4.9	-1.4	-0.2	-2.8
COC(=O)c1ccccc1NC(=O)NCCc1ccccc1OC	-11.5	3.2	0.9	8.2	i	-5.0	-9.8	0.2	0.1	-2.7
Cc1cc(-c2nn(C)c(=O)c3ccccc23)cc(C)c1O	-5.0	1.4	7.5	-3.7	i	0.0	-4.3	-12.0	-1.0	-0.1
C=CCn1c(SCC(=O)NC2CCCCC2)nnc1C1CCCCC1	0.3	-6.2	-1.7	2.9	i	6.9	-0.9	-0.6	-1.9	-5.2
O=C(NCc1ccco1)[C@@H]1CCCN1C(=O)c1cccs1	-2.6	7.9	2.0	-7.0	i	3.4	7.8	0.1	-0.4	0.4
Cc1cc(C)c2[nH]c(=O)c(CN(Cc3cccs3)C(=S)NCc3ccco3)cc2c1	-10.1	3.6	4.9	-6.1	i	-8.4	15.4	2.1	-0.2	2.4
CCCCn1c(N)c(N(CC(C)C)C(=O)c2oc3ccc(OCC)cc3c2C)c(=O)[nH]c1=O	0.0	-5.2	-3.0	0.1	i	-6.5	4.4	0.9	0.4	-0.4
COc1ccc(OC)c(NC(=O)CC2(CC(=O)O)CCCC2)c1	1.8	5.9	4.8	-11.7	i	-0.3	0.1	1.0	0.0	-0.3
Cn1c(=O)c2c(-c3ccccc3)n(-c3ccccc3)cc2n(C)c1=O	nt	-5.4	3.3	0.8	nt	8.1	5.2	-0.8	-0.8	3.3
COC(=O)CCC(=O)OC1(C)C(=O)C2=CN(CCCOC(C)C)C(c3ccc(OC)cc3)=CC2=C(Br)C1=O (stereo unspecified)	6.4	19.3	-18.6	-10.2	i	-15.8	3.2	5.7	-0.4	1.0
Cc1nnc(-c2cnn(C)c2N)n1Cc1ccc(Cl)cc1	-6.1	-10.3	3.6	17.8	i	1.8	-2.2	-1.2	-0.2	-1.4
Cc1ccc(NC(=O)CN(C)C(=O)Cn2cc(C(F)(F)F)cc(Cl)c2=O)cc1	-2.1	1.9	7.0	10.7	i	3.1	-2.8	-1.2	0.3	3.0
COc1ccc(C2C(=O)c3ccccc3C2=Nc2ccc(Br)cc2)cc1 (stereo unspecified)	-4.1	-3.9	-7.4	15.5	i	4.6	18.2	3.3	-0.3	-0.9
O=C(Nc1cccc2ncccc12)c1ccc(OCc2ccccc2)cc1	-7.7	-9.5	-4.0	-2.2	i	-0.1	-2.5	3.1	0.8	-2.7
CC1CN(CC(=O)Nc2nc3ccccc3s2)CC(C)O1 (stereo unspecified)	-3.9	21.6	4.8	-4.3	i	-5.4	-5.6	-0.7	0.0	-3.1
CC(C)COc1ccc(C(=O)Nc2ccc([N+](=O)[O-])cc2)cc1	1.6	-4.0	-4.8	6.2	i	5.8	6.9	-1.7	-0.3	-2.1
CCCOc1ccc(/C=C/C(=O)NC2CCCCC2)cc1OC	-6.0	-8.3	1.2	14.5	i	-1.8	-1.2	1.7	-0.1	3.8
Cc1cc(C)cc(C(=O)N(c2ccccn2)C(C)c2ccco2)c1 (stereo unspecified)	-8.0	-21.7	1.6	-9.5	i	1.5	6.0	-1.1	-0.8	3.4
CC(=O)c1cccc2c1OC(C)C(=O)N2Cc1ccc(Cl)cc1 (stereo unspecified)	nt	-2.5	0.4	2.5	i	7.3	-3.5	0.0	-0.3	-0.3
CCN(CC)S(=O)(=O)c1ccc(C(=O)NC(=S)N(CCO)Cc2ccccc2)cc1	-10.0	7.9	5.3	2.9	i	-0.5	-0.4	-1.8	-1.0	1.5
COC(=O)COc1ccc(Cl)cc1C1Nc2ccccc2C(=O)N1c1ccc(OC)cc1 (stereo unspecified)	-7.7	-6.2	2.0	1.2	i	6.3	4.4	0.8	-2.1	-3.0
O=C(O)c1cn(Cc2ccccc2Cl)c2ccc(S(=O)(=O)N3CCOCC3)cc2c1=O	-12.9	4.7	-0.1	15.3	i	0.4	8.2	3.7	0.2	4.7
CCCCNc1nc2c(c(=O)n(C)c(=O)n2C)n1CCC	3.5	-4.9	-1.3	-2.6	i	7.0	5.3	0.1	-0.3	0.5

5 entries from above, ordered by the number in Tb MetRS inh, high to low:
smiles,Scp-1 inhibitor,SKN-1 inh,SUMO1 PPI mod,CendR NRP1 mod,Neddylation inh,DNMT1 block,NadD block,LMPTP block,Tb MetRS inh,STEP block
O=C(Nc1cccc2ncccc12)c1ccc(OCc2ccccc2)cc1,-7.7,-9.5,-4.0,-2.2,i,-0.1,-2.5,3.1,0.8,-2.7
CCCCNc1nc2c(c(=O)n(C)c(=O)n2C)n1CCC,3.5,-4.9,-1.3,-2.6,i,7.0,5.3,0.1,-0.3,0.5
COC(=O)CCC(=O)OC1(C)C(=O)C2=CN(CCCOC(C)C)C(c3ccc(OC)cc3)=CC2=C(Br)C1=O (stereo unspecified),6.4,19.3,-18.6,-10.2,i,-15.8,3.2,5.7,-0.4,1.0
Cc1cc(C)cc(C(=O)N(c2ccccn2)C(C)c2ccco2)c1 (stereo unspecified),-8.0,-21.7,1.6,-9.5,i,1.5,6.0,-1.1,-0.8,3.4
C=CCn1c(SCC(=O)NC2CCCCC2)nnc1C1CCCCC1,0.3,-6.2,-1.7,2.9,i,6.9,-0.9,-0.6,-1.9,-5.2

(list continues)
SMILES	Scp-1 inhibitor	SKN-1 inh	SUMO1 PPI mod	CendR NRP1 mod	Neddylation inh	DNMT1 block	NadD block	LMPTP block	Tb MetRS inh	STEP block
CCc1ccccc1NC(=O)c1ccc(Cn2cc([N+](=O)[O-])cn2)cc1	-10.5	-3.7	-6.9	-9.5	i	-1.3	-0.7	-1.6	0.3	4.4
CCNC(=O)C1CCCN(Cc2ccc(C)c3ccccc23)CC1 (stereo unspecified)	nt	6.6	-7.9	-3.2	i	2.7	-6.4	-0.6	-0.1	1.0
CC(CCc1ccco1)NC(=O)Nc1cccc(F)c1 (stereo unspecified)	-8.4	-15.8	-5.2	-27.1	i	-11.6	-4.5	-0.1	-0.3	0.9
Cc1cc(OCC(=O)NC2CC(C)(C)NC(C)(C)C2)c2c(C)cc(=O)oc2c1	-2.2	15.6	-1.3	-6.7	nt	6.1	-7.8	-1.2	-1.2	-2.9
COC(=O)CC1C(=O)NCCN1C(=O)c1ccc2oc(C(C)C)nc2c1 (stereo unspecified)	-8.6	26.0	6.6	2.7	i	-4.7	0.1	0.0	-0.5	2.2
COc1c(C)cc(C(=O)C2CCCN(C(=O)c3csc(C)n3)C2)cc1C (stereo unspecified)	-3.4	24.5	3.6	-7.7	i	2.9	-1.0	-0.7	0.3	-1.6
O=C(OCc1nnc(-c2cccs2)o1)c1cccnc1Cl	-8.6	-13.4	1.5	-3.3	i	-0.7	0.6	-1.2	-0.2	-0.4
CCN(CCO)C(=O)CC1C(=O)NCCN1Cc1c(F)cccc1Cl (stereo unspecified)	-7.9	-6.3	1.0	-6.5	i	-1.7	-7.1	-1.1	-1.1	-1.3
O=C(C(=O)N1CCCCC1)c1cn(CC(=O)N2CCCCCC2)c2ccccc12	-7.2	13.5	-1.9	23.8	i	-0.6	-0.4	1.3	0.3	-1.0
C=CCNC(=O)c1c(Cl)cccc1Cl	-15.4	-4.5	1.6	5.0	i	0.8	-1.5	-1.4	-0.3	-0.8
CCOC(=O)CC(Nc1nc(N2CCOCC2)nc(N2CCOCC2)n1)c1ccccc1Cl (stereo unspecified)	42.8	15.5	1.2	14.9	i	3.1	-3.5	-1.0	-0.9	-6.9
CCc1nc2c(OCCOc3ccccc3)cccn2c1N(C)C(=O)c1ccc(OC)cc1	nt	12.5	-1.1	-10.4	i	-5.9	7.7	1.2	-0.3	3.1
Cn1c(CC(=O)Nc2cccc(Cl)c2Cl)nnc1SCC(=O)NC1=NCCS1	-3.1	7.3	5.7	4.5	i	2.6	-3.9	-0.2	-0.5	-1.2
CC1CCC(NC(=O)Cn2c3c(c(-c4ccccc4Cl)cc2=O)CCC3)CC1 (stereo unspecified)	2.4	0.4	-1.8	-20.8	i	-3.3	18.6	0.0	0.0	3.1

Source: PubChem BioAssay
